Ins promoter up – MIN6 insulin promoter up-regulation | 0.3% of 190,000 active | z-score at 5 µM | MIN6 insulin promoter-GFP reporter, high-content imaging; hits give high values;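 active = z-score above 3 at 5 µM with at least 500 cells counted in the well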
Autophagy HCS – modulators of autophagy. MEF GFP-LC3 puncta imaging; test concentration mostly 10 µM. calls only at 10 µM (by protocol). 0.98% of 190,000 active;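 active = percentage of spot-positive cells more than 3 SD above its plate mean, without a fluorescence outlier flag or 80% toxicity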;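 also: spot-positive cell cutoff set from DMSO-treated cells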
MT stabilizer – microtubule stabilization, imaging screen | HeLa tubulin immunostaining HCS, 24 h; share of cells brighter than vehicle mean+2SD | 0.83% of 200,000 active | % tubulin-high responders, % at 10 µM;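 active = plate Z-score above 3 for both tubulin-high and condensed-nucleus cell shares, with cell loss under 80%, at 10 µM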;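 also: anti alpha tubulin signal scored within the nucleus-defined area of each cell; some results filed as inactive read as strong as hits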
T cell HTS – T cell immune modulators affecting CD8 T cell-vesicle binding; calls only at 7 µM; 0.068% of 330,000 active; 2C CD8+ T cell-vesicle binding, flow cytometry; hits give low values; AID 2052;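 active = response, share of CD8 T cells binding vesicles, and their 90th percentile fluorescence all below set limits, cut at about 80% in these data, passing the limit was not always enough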
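Assay system: 2C TCR transgenic mouse naive CD8+ T cells, MACS-purified | Read-out: CD8+ gate FL2 mean fluorescence as % of same-row positive control | Signal: High-throughput flow cytometry with anti-B7-1 and anti-CD8 staining | Timing: Binding step 1.5 h, 37 °C, antibody labelling 20 min, ice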
PMI inhibition – MPI inhibition at elevated mannose 6-phosphate – biochemical, fluorescence intensity, high mannose 6-phosphate, primary screen (AID 1220) | one-dose inhibition, % at 20 µM; IC50 in µM for titrated hits | 0.66% of 190,000 active | recombinant PMI enzyme, coupled fluorescence intensity; higher % means a stronger effect
human PMI inhibition – inhibitors of human PMI, primary screen, biochemical, fluorescence intensity, coupled assay (AID 1209); purified PMI enzyme, coupled fluorescence intensity; higher % means a stronger effect; one-dose inhibition, % at 20 µM; IC50 in µM for titrated hits; 0.42% of 190,000 active;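 also: plate controls were DMSO vehicle for no effect and wells lacking substrate for full effect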
Lipid droplet – hepatic lipid droplet formation modulation; 0.4% of 240,000 active; AID 1656; AML12 mouse hepatocytes, oleate lipid droplets, BODIPY imaging; inhibition, % at 6.5 µM;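 active = lipid droplet intensity inhibited by at least 50%, with more than 500 cells counted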
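Material – mouse AML12 hepatocyte cell line, fixed after treatment · Compound dosing – one dose, 6.5 µM compound · Times – compound with oleate, overnight · Measured by – Image-based BODIPY and DAPI two-channel analysis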
b-catenin transl – alters nuclear translocation of beta-catenin in HeLa cells; immunofluorescence imaging; nuclear translocation activity, % at 5 µM; AID 1665; 0.3% of 190,000 active;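 active = nuclear translocation activity above 50% at 5 µM, with a well cell count of 50 or more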;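 also: per-cell ratio of nuclear to cytoplasmic median beta-catenin stain intensity; plate controls were DMSO negative control for no effect and GSK-3 inhibitor IX positive control for full effect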
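Test system: human HeLa cells, endogenous beta-catenin. Times: 24 h compound exposure, 37°C. Measured by: beta-catenin immunofluorescence imaging with DAPI.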
TNAP activation fold – human TNAP enzyme activators, primary screen, biochemical, luminescent, no phosphate acceptor, uHTS (AID 1001) | purified TNAP, luminescent activation assay, no phosphate acceptor; higher activation fold means a stronger effect | one-dose activation fold at 20 µM; EC50 in µM for titrated hits | 0.03% of 200,000 active; in the data active = activation fold from about 3, or a potency from the dose series; inactive = the rest, 99 in 100 with activation fold below about 1.6; also: many of its hits are not listed in these tables
Ins promoter up cell count – also measured in Ins promoter up; calls as there; cell count; measured here: cytotoxicity, nuclei count;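 total cells summed across four imaged fields per well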
Lipid droplet cells 6.5 µM – recorded beside Lipid droplet, whose call it bears; cell count; measured here: cell count, cytotoxicity flag;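 cells counted across two imaged fields per well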
b-catenin transl cell count 5 µM – also measured in b-catenin transl; calls as there; cell count; measured here: cell count, cytotoxicity flag
T cell HTS vesicle-bound % – further read-out of T cell HTS, marked with its call; double positive events, %; measured here: CD8+ vesicle-bound cell fraction;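 binding gate set so that unloaded-vesicle control wells show 10% double positive cells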
MT stabilizer Hoechst-high % – also measured in MT stabilizer; calls as there; % Hoechst-high responders; measured here: nuclear condensation Hoechst responders;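 share of cells brighter than vehicle mean plus two SD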
MT stabilizer cytotoxicity % – recorded beside MT stabilizer, whose call it bears; toxicity, %; measured here: cytotoxicity by cell density;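 0% = mean cell density of plate MIN control wells and 100% = no cells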
Autophagy HCS cell loss 18 h – further read-out of Autophagy HCS, marked with its call; toxicity, %; measured here: cell loss, nuclei count;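 cell loss after 18 h compound exposure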
Numbers without * were called inactive; i = inactive; . = no result given. Rule as the data show it, unless noted: active = inhibition above about 50%; inactive = the rest.

SMILES	Ins promoter up	Ins promoter up cell count	Autophagy HCS	Autophagy HCS cell loss 18 h	MT stabilizer	MT stabilizer Hoechst-high %	MT stabilizer cytotoxicity %	T cell HTS	T cell HTS vesicle-bound %	PMI inhibition	human PMI inhibition	Lipid droplet	Lipid droplet cells 6.5 µM	b-catenin transl	b-catenin transl cell count 5 µM	TNAP activation fold
CCN1CCN(C(c2cccs2)C(C)NS(=O)(=O)c2ccc(C)cc2)CC1 (stereo not given)	-0.06	1148	i	23.0	2.3	1.3	1.1	i	50.3	3.6%	2.9%	0.7	683	-0.1	1081	1.1
Fc1ccccc1COc1ccc(Br)cc1CNCC1CCCO1 (stereo not given)	-0.62	1244	i	6.7	5.8	2.0	5.4	i	48.5	-10.7%	-10.2%	-13.0	542	0.4	1542	1.1
O=C(Nc1ccccc1)C1C2CCC3C(CCC21)C3(Cl)Cl (stereo not given)	-0.14	1176	i	7.4	2.9	1.4	6.8	i	18.1	6.8%	-5.5%	.	.	-2.3	906	1
Cn1c2ccc(F)cc2c2ncn(CCN3CCOCC3)c(=O)c21	0.6	1242	i	-2.9	1.9	2.4	10.9	i	53.5	14.0%	16.9%	-4.5	683	.	.	1.1
CC(C)Cn1[nH]c2c3c(ccc2c1=O)C(=O)c1ccccc1C3=O	0.65	1491	i	26.6	0.5	1.8	7.0	i	26.3	60.3%*	20.6%	.	.	-3.2	1284	1
CCC(CC)c1nnc(NC(=O)c2cccnc2SC)s1	0.15	1303	i	6.9	3.8	3.3	7.0	i	23.3	-25.1%	-18.7%	2.9	689	2.6	1076	1.1
CC(C)(C)NC(=O)C1Cc2ccccc2CN1 (stereo not given)	-0.11	1356	i	4.4	3.2	1.6	0.1	i	33.0	-6.4%	-12.4%	-1.0	715	-0.7	1075	1.1
Fc1ccc(C(CCCn2nnc(-c3cccnc3)n2)c2ccc(F)cc2)cc1	-1.73	657	i	9.7	1.8	1.4	10.9	i	59.0	15.1%	12.2%	.	.	3.8	1362	0.9
CN(c1ccc(C(=O)NCCSCc2ccc(Cl)cc2)cc1)S(=O)(=O)c1ccccc1	0.67	1117	i	-10.2	7.0	2.8	5.0	i	24.0	-1.9%	16.2%	-8.5	672	-1.6	912	1.4
O=C(CSc1nccc(=O)[nH]1)Nc1cccc(S(=O)(=O)N2CCOCC2)c1	.	.	i	29.0	4.6	1.2	4.5	i	34.6	-31.2%	-5.6%	-7.3	692	0.1	1085	1.1
COc1ccc(CNC(=O)C(C)N(Cc2ccco2)C(=O)c2snc(C(N)=O)c2N)cc1 (stereo not given)	0.62	844	i	7.4	3.7	2.1	6.5	i	37.8	11.5%	-0.2%	.	.	-5.2	769	1.1
Cc1[nH]c2ccccc2c1C1C(c2ccccc2)=NN=C(C(C)C)N1O (stereo not given)	-0.06	1243	i	-4.8	3.3	2.2	12.2	i	4.6	-72.3%	-51.8%	-13.4	764	0.2	980	1
CCOC(=O)c1c(N)sc(C(=O)OCCOC)c1C	-1.09	1284	i	-4.8	6.0	1.7	5.8	i	51.1	24.9%	51.0%*	-8.9	692	-0.8	1078	1.1
CC(=O)c1cccc(NC(=O)N2C3CCC2CC(O)(c2cccnc2)C3)c1 (stereo not given)	0.57	1835	i	2.9	1.8	2.4	6.2	i	30.0	18.0%	17.9%	-2.0	700	-0.3	1056	1
CC(C)(C)c1cc(NS(=O)(=O)c2ccc3c(c2)OCCO3)on1	.	.	i	-0.1	1.6	1.5	1.7	i	26.9	-16.2%	-7.8%	0.1	764	-10.2	488	1
CCn1ccc(C(=O)NC2=C(C#N)CCC2)n1	0.05	1476	i	2.3	2.0	2.2	7.5	i	28.5	-3.5%	-0.1%	.	.	-1.2	1490	1.1
O=C(OCc1cc(=O)n2c(n1)sc1ccccc12)c1cccc(O)c1	0.01	1173	i	-10.0	2.4	2.6	1.4	i	29.7	20.4%	19.0%	-2.1	633	2.5	533	1
Cc1ccc(-c2csc(NC(=O)C3=COCCO3)n2)cc1	-0.53	1327	i	10.4	4.0	2.1	11.4	i	53.3	0.6%	2.5%	29.0	534	1.1	1107	1.1
CC(=NCCc1ccccc1)C1=C(O)CCC1=O	0.05	974	i	-2.4	1.3	0.7	1.1	i	41.5	-6.9%	-5.7%	10.2	802	.	.	1.2
Cc1ccc(N=Nc2ccc(N)cc2C)c(S(N)(=O)=O)c1	-0.66	1404	.	.	.	.	.	i	44.3	.	.	-0.9	692	-3.9	1182	.
CC1=CC(C)(C)N2C(=O)C3(NCCc4c3[nH]c3ccccc43)c3cccc1c32 (stereo not given)	-0.54	1274	i	15.6	2.1	1.9	7.7	i	21.1	2.3%	12.1%	62.1*	702*	-0.2	1076	1
COc1ccc(NS(=O)(=O)c2ccc(C)c(NC(=O)NC3CCCCC3)c2)cc1	-0.19	1436	i	8.0	4.5	2.2	10.1	i	40.9	12.1%	15.0%	-6.2	642	-0.4	976	0.9
O=C(CSc1nc2ccccc2c(=O)n1Cc1ccco1)N1CCN(c2ccccc2)CC1	-0.48	1108	i	11.7	4.8	3.6	9.1	i	45.8	-3.6%	6.5%	.	.	-4.8	846	1.1
CCOC(=O)c1c(C)[nH]c(-c2csc(C)n2)c1C	-0.66	1221	i	0.1	1.2	1.9	0.8	i	33.4	6.3%	10.5%	0.7	703	-1.4	1067	1.2
CCc1ccc2c(c1)C(c1ccc(N3CCOCC3)cc1)=NNC(c1ccncc1)=N2	-0.72	1463	i	19.1	5.0	1.2	15.3	i	32.5	2.3%	19.8%	0.5	725	-0.5	1525	1

Some of the entries so far, with values under each structure:
Values run as follows: Ins promoter up | Ins promoter up cell count | Autophagy HCS | Autophagy HCS cell loss 18 h | MT stabilizer | MT stabilizer Hoechst-high % | MT stabilizer cytotoxicity % | T cell HTS | T cell HTS vesicle-bound % | PMI inhibition | human PMI inhibition | Lipid droplet | Lipid droplet cells 6.5 µM | b-catenin transl | b-catenin transl cell count 5 µM | TNAP activation fold
CC(=NCCc1ccccc1)C1=C(O)CCC1=O
    0.05 | 974 | i | -2.4 | 1.3 | 0.7 | 1.1 | i | 41.5 | -6.9% | -5.7% | 10.2 | 802 | . | . | 1.2
Cc1ccc(N=Nc2ccc(N)cc2C)c(S(N)(=O)=O)c1
    -0.66 | 1404 | . | . | . | . | . | i | 44.3 | . | . | -0.9 | 692 | -3.9 | 1182 | .
CC1=CC(C)(C)N2C(=O)C3(NCCc4c3[nH]c3ccccc43)c3cccc1c32 (stereo not given)
    -0.54 | 1274 | i | 15.6 | 2.1 | 1.9 | 7.7 | i | 21.1 | 2.3% | 12.1% | 62.1* | 702* | -0.2 | 1076 | 1
COc1ccc(NS(=O)(=O)c2ccc(C)c(NC(=O)NC3CCCCC3)c2)cc1
    -0.19 | 1436 | i | 8.0 | 4.5 | 2.2 | 10.1 | i | 40.9 | 12.1% | 15.0% | -6.2 | 642 | -0.4 | 976 | 0.9
O=C(CSc1nc2ccccc2c(=O)n1Cc1ccco1)N1CCN(c2ccccc2)CC1
    -0.48 | 1108 | i | 11.7 | 4.8 | 3.6 | 9.1 | i | 45.8 | -3.6% | 6.5% | . | . | -4.8 | 846 | 1.1
CCOC(=O)c1c(C)[nH]c(-c2csc(C)n2)c1C
    -0.66 | 1221 | i | 0.1 | 1.2 | 1.9 | 0.8 | i | 33.4 | 6.3% | 10.5% | 0.7 | 703 | -1.4 | 1067 | 1.2
CCc1ccc2c(c1)C(c1ccc(N3CCOCC3)cc1)=NNC(c1ccncc1)=N2
    -0.72 | 1463 | i | 19.1 | 5.0 | 1.2 | 15.3 | i | 32.5 | 2.3% | 19.8% | 0.5 | 725 | -0.5 | 1525 | 1

New compounds follow
SMILES	Ins promoter up	Ins promoter up cell count	Autophagy HCS	Autophagy HCS cell loss 18 h	MT stabilizer	MT stabilizer Hoechst-high %	MT stabilizer cytotoxicity %	T cell HTS	T cell HTS vesicle-bound %	PMI inhibition	human PMI inhibition	Lipid droplet	Lipid droplet cells 6.5 µM	b-catenin transl	b-catenin transl cell count 5 µM	TNAP activation fold
CN1CCc2c(sc3nc(NN)n(Cc4ccccc4)c(=O)c23)C1	0.05	1459	.	.	.	.	.	i	30.8	.	.	0.8	741	1.1	1155	.
COc1ccc(NC(=S)NCC2CCN(c3ccc(OC)cc3)C2)cc1 (stereo not given)	-0.52	1477	i	8.9	1.4	1.4	5.8	i	31.4	55.3%*	49.3%	-13.3	660	2.7	1016	1.1
COc1ccc(S(=O)(=O)N2CCOCC2)cc1NC(=O)c1ccccc1-c1ccc(C(F)(F)F)cc1	0.41	1241	i	2.5	3.9	6.4	9.9	i	45.8	-0.8%	-3.7%	-16.6	704	0.4	468	1
O=C(Cc1ccccc1)Nc1nnc(-c2ccco2)s1	0.2	776	i	5.2	2.3	1.8	4.4	i	46.5	3.9%	19.2%	5.4	738	2.2	1054	1
CCOC(=O)N1CCC(NC(=O)c2cc(S(=O)(=O)NCCc3ccccc3)ccc2F)CC1	-0.8	1212	i	1.7	3.4	4.0	3.6	i	3.7	-9.7%	-7.8%	-0.2	741	-4.0	555	1.1
CCn1c(=O)c(C(=O)NCCCO)c(O)c2ccccc21	-0.32	1182	i	4.8	16.1	3.8	11.0	i	61.3	1.0%	-9.6%	.	.	1.1	810	0.9
COc1cccc(-c2nn3c(-c4ccco4)nnc3s2)c1	.	.	.	.	.	.	.	i	55.9	7.2%	1.1%	.	.	-5.1	1107	1.1
CCOC(=O)c1c(NC(=O)C(C)Sc2cccc[n+]2[O-])sc2c1CCN(Cc1ccccc1)C2 (stereo not given)	-0.25	1232	i	8.0	2.2	2.0	11.0	i	40.1	-7.0%	-10.7%	1.2	645	-0.2	557	1.1
Cc1ccc(C2C(=O)N(C3CCCC3)CC(=O)N2CC2COc3ccccc3O2)cc1 (stereo not given)	-0.71	1600	i	-1.4	1.3	2.1	7.0	i	9.9	10.5%	9.6%	.	.	-1.9	1367	1.1
Cc1cccc(OCc2nnc(SCC(=O)c3ccccc3)o2)c1	0.68	1421	i	11.7	3.2	4.1	7.0	i	5.8	15.4%	13.0%	.	.	-4.2	1022	1.1
CCOC(=O)c1oc2cc(O)ccc2c(=O)c1-c1csc(C)n1	0.61	1313	i	-5.4	2.6	1.7	2.0	i	16.4	-1.7%	1.9%	.	.	-2.2	918	1.1

Rows were taken by chance, and some 2.9% of all compounds hit somewhere here.
